Screening data (PubChem BioAssay)
aDG glyco act – increases alpha dystroglycan glycosylation | Pro5-aDG cells, alpha-DG glycosylation AlphaScreen (IIH6); 0% Pro5, 100% B10-LARGE cell signal | activation, % at 10 µM | 360,000 compounds, 0.22% hits | AID 624168;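 active means activation of at least 8% versus controls, or a plate z-score of at least 8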;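 further: Pro5 are CHO cells carrying HIG-tagged alpha-DG that lacks glycosylation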
PDI inh – PDI (human) enzyme inhibition | P07237 | PDI insulin aggregation turbidity, A650, 90 min | inhibition, % at 10 µM | 350,000 compounds, 0.052% hits | AID 588391;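 active means mean inhibition across replicates of 30% or more, whatever share of single replicates reach that level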;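 further: absorbance from insulin aggregation driven by PDI reduction with DTT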
Target sequence (P07237 whole entry, looked up): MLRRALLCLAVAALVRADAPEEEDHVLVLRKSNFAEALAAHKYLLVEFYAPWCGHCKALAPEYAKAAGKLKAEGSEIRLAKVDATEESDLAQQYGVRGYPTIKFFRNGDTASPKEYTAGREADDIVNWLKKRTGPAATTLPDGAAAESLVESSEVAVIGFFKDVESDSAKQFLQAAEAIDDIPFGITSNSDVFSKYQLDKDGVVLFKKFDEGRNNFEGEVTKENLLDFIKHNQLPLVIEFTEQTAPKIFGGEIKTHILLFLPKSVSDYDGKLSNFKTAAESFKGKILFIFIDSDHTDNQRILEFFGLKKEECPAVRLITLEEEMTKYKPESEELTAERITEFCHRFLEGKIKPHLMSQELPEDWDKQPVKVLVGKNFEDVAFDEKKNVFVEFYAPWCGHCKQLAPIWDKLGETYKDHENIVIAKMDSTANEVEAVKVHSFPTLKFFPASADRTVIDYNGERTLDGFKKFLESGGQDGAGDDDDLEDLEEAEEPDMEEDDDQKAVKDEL
NR2E3 ag-1 – agonists of human NR2E3 nuclear receptor; 360,000 compounds, 0.35% hits; inhibition of corepressor binding, % at 3.98 µM; AID 602229; CHO-S Gal4-NCOR/VP16-NR2E3 two-hybrid, luciferase; Q9Y5X4;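 active means inhibition above the mean of all tested compounds plus 3 SD, cut at about 70% in these data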;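 further: 0% = DMSO with NR2E3 transfected cells and 100% = cells lacking NR2E3 construct; higher means lower luciferase signal from less NR2E3 corepressor binding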
Target sequence (Q9Y5X4 whole entry, looked up, the tested form may be a part): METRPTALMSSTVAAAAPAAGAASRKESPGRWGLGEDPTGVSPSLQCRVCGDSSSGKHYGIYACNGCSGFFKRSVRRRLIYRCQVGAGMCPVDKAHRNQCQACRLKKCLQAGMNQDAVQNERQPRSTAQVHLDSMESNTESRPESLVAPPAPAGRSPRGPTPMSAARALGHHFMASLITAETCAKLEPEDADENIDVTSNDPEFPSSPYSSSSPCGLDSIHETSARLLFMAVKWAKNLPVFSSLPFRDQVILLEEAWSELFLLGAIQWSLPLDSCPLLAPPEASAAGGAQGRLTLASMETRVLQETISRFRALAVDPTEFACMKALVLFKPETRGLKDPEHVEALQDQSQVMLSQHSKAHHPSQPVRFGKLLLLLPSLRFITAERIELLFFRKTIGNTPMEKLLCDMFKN
NR2E3 ag-2 – activates human photoreceptor nuclear receptor NR2E3; Q9Y5X4; GST-NR2E3/biotin-RetCOR TR-FRET, 1536-well; inhibition of corepressor binding, % at 4.78 µM; 320,000 compounds, 0.12% hits; AID 2300;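 active means percent inhibition above the cutoff of mean plus 3 SD of all tested compounds, set per screening campaign, cut at about 20% in these data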;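 further: 0% = DMSO wells and 100% = biotin wells as full block of FRET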
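Material: NR2E3–RetCOR corepressor complex / Amount: 1.35 nM GST-NR2E3 / Medium: Tris pH 7.5 / Compound: single nominal compound dose of 4.8 µM / Incubation: 5 h at 4 °C / Technique: TR-FRET, Eu(K)-anti-GST donor, streptavidin-D2 acceptor, ex 340, em 617/671 nm / Read-out basis: percent loss of FRET ratio relative to control wells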
iPSC survival up – hiPSC single-cell survival enhancement. ATPlite luminescence; 100% = ROCK inhibitor wells, 0% = DMSO. survival enhancement, % at 20 µM. 360,000 compounds, 0.044% hits. AID 602274; in the data active means survival enhancement above about 18%;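 further: cells exposed to compounds for 16 hours before the ATP read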
CaV13 FRET inh – Primary screen for inhibitors of IQ motif and Ca2+-dependent inactivation inhibitor domain binding in CACNA1D, Förster resonance energy transfer in living cells, …. inhibition, % at 12.3 µM. HEK cells, CFP/YFP FRET ICDI-IQ, plate reader, 10 min; percent FRET-ratio fall versus neutral wells. 340,000 compounds, 0.098% hits. AID 743397;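 active means mean replicate inhibition of at least 30% and at least 1% of replicates passing that level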;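 further: 0% = median of the neutral control wells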
Granule exo inh – blocks lytic granule exocytosis. TALL-104 LAMP-1 surface exposure, flow cytometry; cells stimulated with thapsigargin and PMA. inhibition, % at 10 µM. 360,000 compounds, 0.66% hits;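 active means inhibition above about 55%, limit read from the data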
Vif imaging – inhibitors of HIV Vif | AID 602346 | 340,000 compounds, 0.35% hits | inhibition, % at 7.49 µM | HEK293T cells, Vif self-association by quenched fluorescence, imaging, 24 h; in the data active means inhibition above about 50%, passing the limit was not always enough; further: some results filed as inactive read as strong as hits
MITF TRPM1 inh – inhibitors of MITF-driven TRPM1 promoter in melanoma cells | SK-MEL-5 TRPM1 promoter luciferase, 24 h | inhibition, % at 12.5 µM | 330,000 compounds, 0.83% hits;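 active means mean inhibition across replicates of 60% or more, whatever share of single replicates reaches that level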; further: values of inactives mirror those of a sister screen read the other way
HIF-2a inh – blocks HIF-2a reporter activity. 786-0 RCC cells HIF-2a reporter, luciferase luminescence, overnight. 360,000 compounds, 0.72% hits. inhibition, % at 18.8 µM. AID 624352;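 active means inhibition of the luminescence signal of 40% or more relative to plate controls, in a single-dose primary screen at 18.75 µM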
Peg3 prom inh – reduces Peg3 promoter-driven luciferase expression in HeLa. HeLa PEG-Prom luciferase reporter, luminescence, overnight. inhibition, % at 20 µM. 360,000 compounds, 1.7% hits. AID 588405;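 active means inhibition of at least 50% at 20 µM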
* marks the source's active call; other numbers are inactive results; x = no result given; & = joins results of further samples; ! = a repeat was not active. An unsorted share of the library; any-hit rate near 3.5%.

SMILES	aDG glyco act	PDI inh	NR2E3 ag-1	NR2E3 ag-2	iPSC survival up	CaV13 FRET inh	Granule exo inh	Vif imaging	MITF TRPM1 inh	HIF-2a inh	Peg3 prom inh
COc1ccccc1-n1cnc2cc(NCc3cccs3)ccc21	-0.3	-10.4	-37.7	1.3	-3.4	-4.7	4.0	x	3.3	-79.8	-50.6
O=C(CSc1ccc2nnc(-c3ccncc3)n2n1)Nc1ccccc1F	0.0	-5.7	-10.0	6.7	-1.0	-6.6	0.9	6.2	-13.4	1.1	-1.7
O=C(Nc1ncn[nH]1)c1ccccc1O	-0.1	6.2	-13.8	2.6	0.9	-4.2	-1.6	-0.9	-12.3	16.5	0.9
O=C(CSCC(=O)c1ccccc1)Nc1ccccc1Cl	-0.3	-5.2	-16.6	2.3	-0.8	-5.8	1.0	2.3	1.1	-9.2	-17.6
OC[C@@H]1CCCN1Cc1nc(-c2cccs2)no1	-0.3	-6.3	-14.6	-2.3	1.4	-5.0	-3.9	-1.1	-12.5	-29.9	-38.8
COc1ccc(C(=O)N/N=C/c2sc3ccccc3c2O)cc1	1.2	-4.9	-13.3	-12.4	-1.0	x	-3.8	x	30.8	-173.8	12.7
CC(C)CN(C(=O)COC(=O)C12CC3CC(CC(Cl)(C3)C1)C2)c1c(N)n(Cc2ccccc2)c(=O)[nH]c1=O	0.4	-1.6	-24.1	-1.8	-0.1	-5.9	-4.1	3.7	25.1	9.2	-48.9
COc1ccc(S(=O)(=O)N2CCOc3ccccc32)cc1	-0.1	-2.3	-23.2	-1.4	-0.4	-2.9	0.0	-17.1	29.7	13.4	39.4
COC(=O)c1cc2occc2n1CC(=O)Nc1ccc(OC)c(OC)c1OC	0.1	-7.5	-30.3	-1.8	-1.4	x	-1.7	6.1	2.8	8.9	-3.6
C=C(C)[C@@H]1CC=C(C(=O)O)CC1	-0.1	3.5	-4.9	3.1	-0.6	-6.1	-1.0	-3.1	-15.7	3.2	6.7
Cc1c(-n2c(SCC(C)C)nc3ccccc3c2=O)c(=O)n(-c2ccccc2)n1C	0.1	3.7	4.6	0.7	0.2	-1.4	7.2	2.5	1.1	14.2	9.5
CCc1cc(=O)oc2cc(C)cc(OCC(=O)N3CCC(C(=O)NC(C)C)(c4ccccc4)CC3)c12	-0.2	-3.1	-15.9	4.5	-0.4	-4.7	16.1	-6.4	8.7	3.8	19.9
CCOc1ccc(NS(=O)(=O)c2ccc(NC(=S)NC(=O)CC(C)C)cc2)cc1	0.3	-2.1	37.5	-0.8	-2.3	-0.6	2.3	-2.8	-2.2	9.0	21.2
COc1ccc(NC(=S)NCc2ccc3c(c2)OCO3)cc1	0.0	11.3	2.4	0.7	3.1	-6.6	0.0	5.3	6.1	-4.6	0.3
O=C(CSc1nnc(NC(=O)C2CCC2)s1)Nc1ccccc1Br	0.0	1.3	-36.4	6.6	0.1	-4.6	-5.4	-13.3	-3.1	6.4	14.7
CC(=O)Nc1ccc(CNc2nc(NC(C)C)nc3cc(-c4ccccc4)sc23)cc1	0.6	1.3	-55.2	x	-2.7	-4.7	46.5	20.2	x	-31.3	64.6*
CCOC(=O)c1c[nH]c2c(Cl)c(Cl)ccc2c1=O	-0.2	-1.9	-12.3	6.3	-1.5	-5.1	-0.9	2.7	-10.7	-25.5	-20.3
O=C(NCCCc1ccncc1)C1CCC(=O)N(Cc2cccc(F)c2)C1 (configuration not stated)	0.5	7.5	-22.2	0.6	-0.3	-2.5	-3.2	-0.4	8.7	8.8	-9.0
CCOc1ccc(N=Cc2c(C)[nH]n(-c3nc4ccccc4[nH]3)c2=O)cc1	-0.2	-2.0	-23.8	-1.1	-2.7	-16.0	-1.3	6.8	1.8	-10.5	31.9
COc1ccc(N2CCN(C(=O)COc3cccc4ccccc34)CC2)cc1	0.3	-0.7	-13.3	-3.6	1.0	x	25.3	-4.4	4.0	5.0	6.7
O=C(NCc1ccccc1)c1ccccc1-c1nc2ccccc2[nH]1	-0.2	-7.6	-1.6	-0.3	0.7	0.7	-4.8	-0.6	6.3	20.8	5.1
CC(=O)Nc1ccc(Nc2ccc(N3C(=O)CCCC3=O)cc2[N+](=O)[O-])cc1	0.1	-1.3	9.2	-3.1	1.8	-5.0	-2.8	-0.2	10.8	14.2	10.1
CC(=O)Nc1ccc(Nc2c([N+](=O)[O-])cc(S(C)(=O)=O)cc2[N+](=O)[O-])cc1	0.1	-1.4	8.0	-1.0	-0.8	-2.8	0.1	5.4	47.5	-19.6	3.0
CC(=O)c1ccc(OCc2ccccc2)c(C)c1O	0.1	5.9	-24.7	-0.9	-1.2	-4.6	4.3	-1.5	-76.2	-285.3	-298.2
CCc1cccc2c(C(=O)CN3C(=O)N(C)C4(CCCCC4)C3=O)c[nH]c12	0.5	-5.2	22.0	0.4	0.6	-2.2	-2.2	18.5	-31.1	28.8	33.9
Cc1c(Cl)cccc1NC(=O)c1ccc(OCC(=O)NCc2ccccc2)cc1	0.4	-5.2	-1.6	1.3	-0.6	-4.4	0.5	-9.0	3.6	18.3	14.8
COC(=O)CNC(=O)CSc1nc2sc(-c3ccccc3)cc2c(=O)n1-c1ccccc1	-0.1	4.1	5.5	4.5	0.6	-4.9	0.6	-13.5	5.8	-39.6	-16.2
CC1=Nc2cc(C(=O)NCCN3CCOCC3)ccc2Sc2c(C)ccc(C)c21	-0.2	1.4	-19.8	0.6	-0.2	-6.7	8.0	8.4	31.4	12.6	8.5
Oc1ccc(C[C@H]2CNC(=S)N2CC2CCCN2C[C@H](Cc2ccc(O)cc2)N2C[C@H](Cc3ccccc3)N(CCc3ccccc3)C2=S)cc1 (some centres not stated)	-0.1	5.6	-56.0	x	4.9	-5.1	19.6	x	33.2	-2.5	12.3
COc1ccc(-c2csc(NC(=O)C(CC(=O)O)N3CCOCC3)n2)cc1 (configuration not stated)	0.0	-17.1	6.4	x	-0.5	-6.4	13.9	0.8	-5.4	14.1	5.0
COc1ccc(/C=N/NC(=O)c2ccco2)cc1Cn1nc(C)c([N+](=O)[O-])c1C	-0.1	2.2	12.2	-4.2	-0.8	0.6	-3.5	-5.5	-0.4	12.6	19.6
N#Cc1nc(COc2ccc(-c3ccccc3)cc2)oc1NCc1cccnc1	-0.1	1.5	-7.9	-0.2	2.4	x	4.9	4.7	-1.0	0.7	-6.1
O=C(NCCCn1ccnc1)c1nc(Cn2cc([N+](=O)[O-])cn2)no1	-0.1	-1.2	-17.9	5.4	-0.5	-3.2	-10.6	2.7	-2.3	0.6	5.7
C[C@H](CO)N1C[C@H](C)[C@@H](CN(C)S(=O)(=O)c2cn(C)cn2)Oc2c(NC(=O)Nc3ccc(C(F)(F)F)cc3)cccc2C1=O	0.0	-6.5	1.3	x	-0.4	-5.0	1.1	1.8	-22.0	-28.1	-9.9
CCN(CC)CCOC(=O)c1ccc(N/C=C(/C#N)c2nc(-c3ccc4c(c3)OCO4)cs2)cc1	0.4	-4.1	11.3	-2.6	-0.6	-18.4	23.5	9.5	-1.4	7.6	-12.0
Cc1ccc(NC(=S)NCCc2ccc(F)cc2)c(C)c1	-0.2	3.4	17.9	-0.8	1.4	-4.8	1.9	5.5	5.7	9.7	-7.0
CCN(Cc1cccc(F)c1)C(=O)c1ccc2ccccc2n1	0.1	-3.2	-55.3	-1.2	0.3	-4.9	0.5	-9.7	0.1	-71.3	-79.3
Cc1ccc(N2C(=O)CSC2=S)cc1C	0.1	0.3	14.0	-1.4	-1.9	-20.0	4.7	0.0	15.8	10.0	3.4
O=C(NCC1CCCCC1)C1(CC2CC(c3ccc(Cl)cc3)=NO2)CCNCC1 (configuration not stated)	0.9	-6.7	-45.8	1.4	-3.4	-10.4	-4.3	-3.0	24.9	-148.9	96.8*
COc1ccc(CN2C(=O)C(C)Nc3ncnc(N4CCN(c5ccccc5)CC4)c32)cc1 (configuration not stated)	-0.1&-0.2	19.9	-8.5&8.1	x	0.1&0.5	63.0*!	15.3&-3.2	1.1	-1.7	9.8&1.7	15.8&3.7

Four entries from above, ordered by length of the SMILES, rising.
SMILES	aDG glyco act	PDI inh	NR2E3 ag-1	NR2E3 ag-2	iPSC survival up	CaV13 FRET inh	Granule exo inh	Vif imaging	MITF TRPM1 inh	HIF-2a inh	Peg3 prom inh
CC(=O)c1ccc(OCc2ccccc2)c(C)c1O	0.1	5.9	-24.7	-0.9	-1.2	-4.6	4.3	-1.5	-76.2	-285.3	-298.2
CC1=Nc2cc(C(=O)NCCN3CCOCC3)ccc2Sc2c(C)ccc(C)c21	-0.2	1.4	-19.8	0.6	-0.2	-6.7	8.0	8.4	31.4	12.6	8.5
CCc1cccc2c(C(=O)CN3C(=O)N(C)C4(CCCCC4)C3=O)c[nH]c12	0.5	-5.2	22.0	0.4	0.6	-2.2	-2.2	18.5	-31.1	28.8	33.9
COc1ccc(/C=N/NC(=O)c2ccco2)cc1Cn1nc(C)c([N+](=O)[O-])c1C	-0.1	2.2	12.2	-4.2	-0.8	0.6	-3.5	-5.5	-0.4	12.6	19.6

Other records.
SMILES	aDG glyco act	PDI inh	NR2E3 ag-1	NR2E3 ag-2	iPSC survival up	CaV13 FRET inh	Granule exo inh	Vif imaging	MITF TRPM1 inh	HIF-2a inh	Peg3 prom inh
N#CC1=C(N)Oc2cc(O)ccc2C1c1ccccc1 (configuration not stated)	-0.2	11.2	-2.0	0.6	2.8	-2.7	1.2	1.6	17.4	19.6	33.4
CCc1ccc(N2CC(C(=O)OCC(=O)N(CC)c3c(N)n(Cc4ccccc4)c(=O)[nH]c3=O)CC2=O)cc1 (configuration not stated)	-0.2	7.8	-16.7	x	0.9	-5.8	1.2	7.8	6.5	7.9	-5.5
O=C(NC1CCCCC1)C(c1ccccc1)N1CCCC1 (configuration not stated)	-0.1	-15.4	4.1	-1.8	-0.1	-2.9	-0.4	-3.9	6.9	-13.4	-6.1
O=C(O)CC(CC(=O)N1CCN(C(=O)c2ccco2)CC1)c1ccccc1 (configuration not stated)	-0.1	11.3	-8.9	-1.5	-0.2	x	-0.2	-0.1	1.4	9.6	13.8
CCN(CC)S(=O)(=O)c1cc(NC(=O)CN2CCN(c3ccccn3)CC2)ccc1C	-0.1	12.2	-14.3	-0.3	-0.5	3.7	0.0	-11.3	12.6	20.0	20.4
COc1ccc(N2CCN(S(=O)(=O)c3ccc4c(c3)CCCC4)CC2)c([N+](=O)[O-])c1	2.5	-9.8	12.6	-0.4	7.5	-10.0	0.3	-2.6	16.8	6.3	4.9
COC(=O)Nc1ccccc1C(=O)N1CCCCC1	-0.3	-4.5	-9.8	1.4	3.5	-5.3	0.0	16.4	15.8	10.3	1.7
COc1ccc(C(=O)c2sc3nc(C)cc(-c4cccs4)c3c2N)cc1OC	1.3	1.7	-35.4	3.4	1.0	-16.2	13.5	175.8*	0.8	18.7	9.0
